Screening results: PubChem, Sanford-Burnham Center for Chemical Genomics
UPR XBP1 act: adaptive UPR (XBP1) activation | CHO-XBP1 luciferase reporter, IRE1-XBP1 UPR activation, luminescence; percent of tunicamycin response, DMSO as zero | activation, % at 20 µM | hit rate 0.33% among 330,000;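 active = versus positive control, 20 µM dose yields 30% or more activation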;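 note: 100% = tunicamycin at 10 µg/mL and 0% = DMSO only wells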
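Material: IRE1-XBP1 luciferase reporter CHO line / Quantity: one thousand reporter cells per well / Buffer or medium: F12 with 10% serum / Compound: 20 µM single concentration, DMSO 1% / Times: 6 h treatment, 37 °C / Detection: Steady-Glo luciferase glow luminescence, 10 min after reagent addition / Benchmarks: tunicamycin high, DMSO low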
Jurkat NFkB inh: inhibitors of the PMA/ionomycin-induced NF-kB reporter in Jurkat cells. PMA/ionomycin-induced NF-kB luciferase reporter, luminescence. inhibition, % at 4 µM. hit rate 0.53% among 330,000; in the data active = inhibition above about 50%
APJ ag: APJ receptor agonism. hit rate 0.11% among 330,000. CHO-K1 APJ PathHunter beta-arrestin, luminescence; 0% DMSO wells, 100% apelin. activation, % at 20 µM;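 active = activation more than six SD over the plate average, tested at 20 µM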;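 note: 0% = DMSO alone and 100% = apelin-13 at 10 nM; some results filed as inactive read as strong as hits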
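Material: engineered CHO-K1 APJ arrestin reporter cells; amount: 1000 CHO-K1 reporter cells seeded per well; incubation: compound stimulation 90 min at 25 °C, detection 60 min; signal: luminescent beta-gal fragment complementation, chemiluminescent substrate; read-out basis: APJ agonist activity; controls: DMSO-only wells as negative, 10 nM Apelin-13 as positive control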
tim23-1 inh: inhibits growth of tim23-1 mutant yeast | S. cerevisiae tim23-1 growth, BacTiter-Glo luminescence, 24 h | inhibition, % at 20 µM | hit rate 1.3% among 330,000;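 active = growth inhibition of the mutant yeast at or above 50%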;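 note: temperature-sensitive mutant grown at 25 °C; plate controls were DMSO-treated mutant yeast for no effect and medium wells lacking yeast for full effect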
697 NFkB inh: inhibitors of the PMA/ionomycin-induced NF-kB reporter in 697 B cells | 697 B-cell NF-kB luciferase reporter, 16 h | inhibition, % at 4 µM | hit rate 0.33% among 330,000 | AID 435022; in the data active = inhibition above about 35%
APJ antagonist: APJ receptor antagonism. P35414. CHO-K1 APJ beta-arrestin complementation, luminescence. inhibition, % at 20 µM. hit rate 0.32% among 330,000;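 active = inhibition above about 40% at 20 µM, limit read from the data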;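 note: cells challenged with 10 nM apelin-13 agonist together with compound; plate controls were apelin-13 plus DMSO wells for no effect and DMSO wells lacking apelin-13 for full effect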
UPR CHOP act: activators of apoptotic arm of unfolded protein response (CHOP). CHO-CHOP luciferase reporter, UPR activation, luminescence; percent of tunicamycin response over DMSO baseline. activation, % at 10 µM. hit rate 0.34% among 330,000. AID 449763;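 active = at 10 µM dose, activation of 40% or more, normalized to positive control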;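 note: 100% = tunicamycin at 10 µg/mL and 0% = DMSO alone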
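Assay system: CHO-CHOP cells, stable luciferase reporter of PERK-eIF2a-CHOP signalling / Buffer or medium: F12 plus 10% serum / Compound dosing: one dose, 10 µM in 0.5% DMSO / Times: 6 h compound treatment, 37 °C / Technique: luciferase luminescence / Read-out: % reporter activation, DMSO baseline versus tunicamycin full activation / Benchmarks: tunicamycin and DMSO controls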
Mdm2-MdmX inh: disrupts the human Mdm2-MdmX interaction; O15151+Q00987; SaOS-2 split-luciferase Mdm2/MdmX complementation, luminescence; inhibition, % at 8 µM; hit rate 3% among 330,000; AID 485346;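 active = inhibition of at least 50% at 8 µM in the primary screen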
Target sequence (O15151 whole entry, looked up): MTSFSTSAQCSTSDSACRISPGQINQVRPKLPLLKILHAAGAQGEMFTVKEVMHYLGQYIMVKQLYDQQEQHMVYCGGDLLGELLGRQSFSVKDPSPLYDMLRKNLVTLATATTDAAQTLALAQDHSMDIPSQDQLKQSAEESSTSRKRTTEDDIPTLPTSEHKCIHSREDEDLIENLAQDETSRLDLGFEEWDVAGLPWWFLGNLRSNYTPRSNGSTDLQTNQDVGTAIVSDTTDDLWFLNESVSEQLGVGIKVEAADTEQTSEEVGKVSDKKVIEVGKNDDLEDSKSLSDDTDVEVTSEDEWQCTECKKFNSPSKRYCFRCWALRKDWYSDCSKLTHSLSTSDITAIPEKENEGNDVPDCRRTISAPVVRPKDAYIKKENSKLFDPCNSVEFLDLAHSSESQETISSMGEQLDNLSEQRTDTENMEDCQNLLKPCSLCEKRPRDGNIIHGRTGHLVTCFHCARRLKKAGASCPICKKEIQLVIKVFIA
Target sequence (Q00987 whole entry, looked up): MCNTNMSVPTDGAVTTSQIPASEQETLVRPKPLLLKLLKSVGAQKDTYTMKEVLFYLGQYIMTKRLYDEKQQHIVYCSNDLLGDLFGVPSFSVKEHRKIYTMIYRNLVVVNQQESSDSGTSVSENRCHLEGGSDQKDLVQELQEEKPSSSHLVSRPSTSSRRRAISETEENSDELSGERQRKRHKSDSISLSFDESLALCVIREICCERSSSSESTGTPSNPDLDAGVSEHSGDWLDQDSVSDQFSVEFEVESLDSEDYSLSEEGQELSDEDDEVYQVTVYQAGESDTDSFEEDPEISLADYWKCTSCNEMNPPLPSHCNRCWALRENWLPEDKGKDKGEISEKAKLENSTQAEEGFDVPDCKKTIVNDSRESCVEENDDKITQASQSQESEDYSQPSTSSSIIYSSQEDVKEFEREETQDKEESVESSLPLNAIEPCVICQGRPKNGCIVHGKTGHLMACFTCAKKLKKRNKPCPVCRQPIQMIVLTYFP
An asterisk follows results filed as active; / = no result given.

SMILES	UPR XBP1 act	Jurkat NFkB inh	APJ ag	tim23-1 inh	697 NFkB inh	APJ antagonist	UPR CHOP act	Mdm2-MdmX inh
COc1cccc(NC(=O)Cn2c(-c3cncs3)nc3ccccc32)c1	-3.4	-1.9	-1.0	5.4	-3.2	13.4	0.4	6.7
COc1ccc(C2C(C(N)=O)=C(C)Nc3nc(CCCO)nn32)cc1 (configuration not stated)	-0.1	6.5	-4.7	-5.5	15.7	-6.5	2.1	10.5
Cc1ccc(C(=O)NNC2=Nc3cc([N+](=O)[O-])ccc3OC2)cc1	-1.1	-2.5	-4.4	-16.4	-13.3	0.9	0.0	43.2
CCOc1ccc(S(=O)(=O)N(CC)CC(=O)NC2CC2)cc1	1.4	3.1	-0.8	-2.9	14.7	12.0	2.2	1.7
CC1=CC(C)C(/C=N/n2cnnc2)C(C)C1 (configuration not stated)	-3.5	21.4	-2.8	15.7	26.9	9.6	-0.8	11.9
COc1cc(OC)c(C(=O)NNC(=S)NC2CCCCC2)cc1OC	0.3	12.7	0.5	10.0	-22.1	5.6	3.7	-14.5
O=C(c1cc(F)ccc1F)C1CCCN(C(=O)c2cccs2)C1 (configuration not stated)	-0.1	-24.2	-1.2	1.3	-4.2	2.3	-1.0	-12.0
CN(C(=O)c1ccccc1C(=O)OCC(=O)Nc1cccc(Br)c1)c1ccccc1	-0.6	4.3	-0.4	38.3	22.6	18.0	0.0	15.5
CC(=O)c1ccc(S(=O)(=O)N2CCn3cccc3C2C)cc1 (configuration not stated)	0.0	-6.0	-0.8	7.9	16.4	0.7	-1.7	30.7
COc1ccc(NC(=O)CCCCCN2C(=O)CCC2=O)cc1Cl	0.4	2.3	3.1	15.3	11.1	-74.1	-0.4	-19.3

Some of these compounds in order of their number in 697 NFkB inh, descending.
Structure,UPR XBP1 act,Jurkat NFkB inh,697 NFkB inh,APJ antagonist,Mdm2-MdmX inh
CC1=CC(C)C(/C=N/n2cnnc2)C(C)C1 (configuration not stated),-3.5,21.4,26.9,9.6,11.9
COc1ccc(C2C(C(N)=O)=C(C)Nc3nc(CCCO)nn32)cc1 (configuration not stated),-0.1,6.5,15.7,-6.5,10.5
COc1cccc(NC(=O)Cn2c(-c3cncs3)nc3ccccc32)c1,-3.4,-1.9,-3.2,13.4,6.7

(cont.)
SMILES	UPR XBP1 act	Jurkat NFkB inh	APJ ag	tim23-1 inh	697 NFkB inh	APJ antagonist	UPR CHOP act	Mdm2-MdmX inh
CN(C(=O)CCN1C(=O)/C(=C/c2ccccc2)SC1=S)C1CCS(=O)(=O)C1 (configuration not stated)	-4.5	4.6	13.0	-9.4	-13.2	7.6	5.1	45.2
O=C(Nc1nnc(-c2ccccc2F)s1)Nc1ccccc1F	5.0	-45.8	-2.6	9.1	-27.3	11.1	4.2	0.7
COc1ccc(C(=O)NCCSc2ccccn2)cc1	-4.1	-114.6	-10.5	10.1	-131.1	4.5	-2.4	11.8
CC(C)(C)NC(=O)CSc1nc2ccc(NC(=O)CSc3nnnn3Cc3ccccc3)cc2s1	3.4	27.2	0.4	4.1	-65.6	-2.9	4.6	30.3
CC(=O)c1cc(C(=O)N2CCCC(C(=O)c3ccc(Cl)cc3)C2)cs1 (configuration not stated)	-4.1	-7.3	0.5	18.6	-23.8	1.7	-0.9	1.2
Clc1ccc(N=NN2CCOCC2)cc1	5.3	-23.6	2.0	-5.2	-7.6	-0.3	3.5	6.2
CCOc1ccc(S(=O)(=O)N2CCC(C(=O)NCc3ccco3)CC2)cc1C	3.2	18.8	-1.0	17.3	33.9	-3.8	-1.0	29.2
COc1ccc(S(N)(=O)=O)cc1C(=O)OCC(=O)Nc1ncc(Cl)c(C)c1Cl	0.8	5.3	-4.1	-0.8	9.0	-3.8	-1.2	29.0
COc1ccc(NC(=O)CC2(CC(=O)N3CCOCC3)CCCC2)cc1Cl	1.6	9.9	-4.6	27.4	14.5	-6.8	-0.8	0.1
Cc1cc2cc(CNC(=O)CCC(=O)O)ccc2n1C	0.3	14.8	-2.1	7.6	12.9	9.1	-1.6	-2.0
O=S(=O)(NC1CC1)c1ccc(Cl)cc1F	-5.1	10.0	-0.6	5.7	9.8	25.8	5.3	8.8
CC1CC(C)CN(S(=O)(=O)c2ccc(C(=O)NCCCn3ccnc3)cc2)C1 (configuration not stated)	0.2	1.5	-3.1	-6.0	69.6*	15.8	0.2	0.3
Cc1ccc(C)c(N2CCN(C(=O)CCC(=O)Nc3nnc(C(F)(F)F)s3)CC2)c1	-0.6	5.2	-3.0	36.3	6.1	3.3	-0.7	5.4
COc1ccc(Br)cc1/C=N/NC(=O)C(c1ccncc1)N1CCOCC1 (configuration not stated)	-1.1	9.4	1.8	9.8	10.7	15.9	1.1	-19.9
COc1ccc(Cc2n[nH]c(=S)n(N)c2=O)cc1	-3.0	-2.1	0.1	0.3	2.6	-0.3	-0.5	15.4
CC(C)NC(=O)CSc1nnc2sc3ccccc3n12	0.4	-17.3	-1.3	9.8	13.6	-19.9	-1.4	7.3
CCOC(=O)N1CCN(Cc2nc3c(c(=O)n(C)c(=O)n3C)n2Cc2ccccc2C)CC1	2.6	-1.1	-2.4	14.7	0.2	-2.1	-2.8	1.8
Cn1c(SCC(=O)NC2CCCCC2)nnc1-c1cc2ccccc2o1	-2.2	-18.5	3.6	15.1	-19.2	-0.3	1.6	-3.1
COc1ccc(C2=[N+]([O-])C(C)(C)N(O)C2C)cc1 (configuration not stated)	-0.9	-23.3	-3.2	6.3	-28.2	-2.8	-1.4	11.3
COC(=O)[C@H](CO)NS(=O)(=O)c1ccc(C)cc1	1.9	/	/	27.5	23.9	/	2.6	32.4
O=C1CCc2cc(S(=O)(=O)NCCc3ccc(Cl)cc3)cc3c2N1CC3	-2.0	8.9	6.3	5.5	3.9	-62.3	-0.1	-22.7
Cc1ccc(C)c(C(=O)CN2C(=O)c3ccccc3C2=O)c1	0.7	13.8	-2.6	3.6	6.4	10.0	2.6	-1.5
Cc1cc(C)cc(N2CN=C3SCC(=O)N3C2)c1	-1.7	4.7	-3.2	3.3	15.6	11.7	4.9	22.5
CCn1c(SCC(=O)Nc2ccccc2F)nc2c(c1=O)SC(C)C2 (configuration not stated)	-1.0	-7.6	1.4	-99.4	-4.6	-24.9	-1.9	13.4
O=C(COC(=O)c1ccccc1NC(=O)c1ccccc1)c1cccc([N+](=O)[O-])c1	0.4	-8.5	-4.3	12.2	24.2	8.5	0.8	-19.7
CCCCn1c(O)c(N=NC(=O)c2ccccc2NS(=O)(=O)c2cccs2)c2ccccc21	-3.8	-1.4	-3.2	0.1	6.6	26.2	-2.7	29.1
Cc1ccc(OCc2nc(-c3ccc(Cl)cc3)n[nH]2)cc1	1.7	-2.9	1.4	25.6	17.4	-6.1	2.6	0.7
O=C(Nc1ccccc1)NC1CC2CCC(C1)N2Cc1nnnn1Cc1ccc2c(c1)OCO2 (configuration not stated)	-2.4	5.9	-5.2	-0.6	10.6	-12.9	1.6	7.9
CCN(CC)CCC(=O)NN	6.1	-1.0	-3.4	-0.6	15.8	3.0	-1.0	-3.1
O=C(CC(c1ccccc1)c1ccccc1O)NCc1ccccc1 (configuration not stated)	-1.6	33.2	-4.4	22.4	11.9	8.2	-0.1	6.5

A different layout for part of the listing above:
canonical_smiles,UPR XBP1 act,Jurkat NFkB inh,APJ ag,tim23-1 inh,697 NFkB inh,APJ antagonist,UPR CHOP act,Mdm2-MdmX inh
O=C(c1cc(F)ccc1F)C1CCCN(C(=O)c2cccs2)C1 (configuration not stated),-0.1,-24.2,-1.2,1.3,-4.2,2.3,-1.0,-12.0
CN(C(=O)c1ccccc1C(=O)OCC(=O)Nc1cccc(Br)c1)c1ccccc1,-0.6,4.3,-0.4,38.3,22.6,18.0,0.0,15.5
CC(=O)c1ccc(S(=O)(=O)N2CCn3cccc3C2C)cc1 (configuration not stated),0.0,-6.0,-0.8,7.9,16.4,0.7,-1.7,30.7

Further compounds.
SMILES	UPR XBP1 act	Jurkat NFkB inh	APJ ag	tim23-1 inh	697 NFkB inh	APJ antagonist	UPR CHOP act	Mdm2-MdmX inh
CCCCN(C)C(=O)Cn1nc(-c2ccc(Cl)cc2)ccc1=O	-1.1	-15.0	-0.5	19.8	2.4	0.7	-0.4	5.9
CC(=O)Nc1ccc(Nc2nc(C(F)(F)F)nc3c2nnn3Cc2ccccc2Cl)cc1	-3.0	-3.6	4.9	16.9	-37.1	-25.4	1.4	11.8
O=C(Nc1cnn(Cc2c(Cl)cccc2Cl)c1)C(c1ccccc1)c1ccccc1	-4.5	-16.5	-5.4	-1.3	19.9	-16.0	-1.7	-9.8
CC(C)Cc1ccc(C(C)C(N)=NCCc2ccccc2)cc1 (configuration not stated)	-1.9	50.1*	1.1	0.2	-24.6	-14.9	1.4	81.5*
O=c1[nH]c(C2CCCN(S(=O)(=O)c3ccccc3)C2)nc2c1nnn2Cc1ccccc1Br (configuration not stated)	-3.6	10.7	-0.3	3.1	-4.9	10.8	0.4	1.0
O=C(O)CC1(CC(=O)NCc2cc(F)cc3c2OCOC3)CCCCC1	-1.0	8.1	2.0	-2.5	5.4	4.0	3.8	-17.6
CCCn1nc2cc(C(=O)NCc3ccccc3OC)ccc2c1OCC	0.4	5.6	-2.4	23.7	20.2	-8.2	-1.5	2.1
O=S(=O)(NCC(c1ccccc1)N1CCC(O)CC1)c1ccc(Cl)cc1 (configuration not stated)	-2.3	-0.7	-5.2	-24.0	1.8	-3.6	-0.5	-8.3
N#Cc1cccc(NC(=O)Cn2cnc(S(=O)(=O)N3CCOCC3)c2)c1	-6.0	-1.9	-4.3	10.6	-5.0	-23.5	-1.1	-7.3
CCSc1nc(C(F)(F)F)cc(=O)n1-c1ccccc1	-0.8	-3.6	0.6	30.8	12.1	-3.3	-0.4	20.9
CCOc1ccc(/C=N/NC(=O)C2CC2)c(OCC)c1	4.4	9.1	2.6	24.5	13.1	3.8	2.0	21.8
CCc1ccc(CN2CCCC(C(=O)Nc3ccc(-c4cscn4)cc3)C2)o1 (configuration not stated)	-2.7	-9.1	-4.8	-9.0	0.6	6.4	0.8	13.7
COCCn1nnnc1C1(N(Cc2cc3cc(C)ccc3[nH]c2=O)CC2CCCO2)CCN(C)CC1 (configuration not stated)	-0.9	-1.9	0.0	6.8	-20.8	9.4	2.3	-17.6
CCN(c1ccccc1)S(=O)(=O)c1ccc(C(=O)Nc2cccc(NC(C)=O)c2)cc1	-3.4	-6.4	1.8	-0.7	-13.3	-2.4	1.4	18.1
S=C(NCCCCc1ccccc1)NCc1ccccc1	-4.8	5.2	-0.3	43.8	7.8	3.6	-1.1	21.4
C=CCn1c(C)cc(C(=O)COC(=O)C2CC(=O)N(CCc3ccc(OC)c(OC)c3)C2)c1C (configuration not stated)	-1.5	2.1	-3.5	11.5	-28.0	-47.1	0.7	-7.7
Cc1ccc(N(CC(=O)Nc2ccccc2C(=O)N2CCOCC2)S(C)(=O)=O)cc1	-0.2	-0.4	12.5	9.7	-4.9	-12.4	-2.8	14.9
NC(=O)/C(=C/c1ccco1)C(N)=S	0.2	-1.0	-0.6	2.7	4.6	-0.4	0.8	4.2
CC[C@]12c3[nH]c4cc(-c5ccco5)ccc4c3CCN1C(=O)[C@@H](CC(=O)NCCCOC)C[C@@H]2C(=O)N1CCN(C(=O)c2ccco2)CC1	-0.9	/	/	30.0	10.4	/	2.8	-13.1
COC1CCN(C(=O)c2ccc3oc(Cc4ccc(Cl)cc4)nc3c2)CC1	-4.3	2.4	-2.3	18.6	-7.4	9.7	2.5	-8.3
